Source: PubChem
Arr AP2 block = inhibitors of human beta-arrestin and AP2 interaction; FITC-arrestin peptide / GST-AP2 beads, flow cytometry; AP2 beta2 appendage carries R879A mutation; inhibition, % at 10 µM; 340,000 tested, 0.31% active; AID 504490;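 active = inhibition above a set limit, near 3 SD of compounds lacking own fluorescence, cut at about 54% in these data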;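 note: plate controls were DMSO wells for no effect and 5 µM unlabelled arrestin peptide for full effect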
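Assay system: GST-AP2 R879A bound to glutathione beads, E. coli-expressed; Medium: PBS with 0.05% Tween 20 and 0.1% BSA; Also added: fluorescein-tagged arrestin peptide at 50 nM final; Timing: 12 min plus 1 h, RT; Measured by: flow cytometry, FL1 (488/535 nm); Evaluation: percent drop in bead-associated FITC signal.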
OPRM1-OPRD1 inv = inverse agonist of human OPRM1-OPRD1 heterodimerization | inhibition, % at 9.3 µM | 340,000 tested, 0.21% active | P35372+P41143 | cell-based MOR-DOR heterodimer luminescence, inverse agonism | AID 504357; in the data active = inhibition above about 22%, passing the limit was not always enough;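 note: 0% = cells with DMSO and 100% = wells without cells with DMSO; values of inactives mirror those of a sister screen read the other way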
Wnt bcat act = activates Wnt/beta-catenin signaling in a reporter cell assay; activator, plate reader; activation, % at 9.35 µM; 300,000 tested, 1.2% active; in the data active = activation above about 30%, passing the limit was not always enough; inconclusive = no clear call, values can overlap the other calls;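 note: 0% = neutral control wells and 100% = positive control wells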
Cardiac RTF inh = cardiac RTF calcium desensitization | IANBD-labeled cardiac RTF, Ca2+ fluorescence | inhibition, % at 7.15 µM | 340,000 tested, 0.12% active | AID 493244;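 active = inhibition above the mean inhibition of all tested compounds plus 3 SD, cut at about 17% in these data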;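 note: assay run at fixed EC70 calcium of 1.6 mM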
MOR-DOR ag = agonists of human mu-delta opioid receptor heterodimerization | P35372+P41143 | cells, OPRM1-OPRD1 heterodimerization, luminescence | activation, % at 9.3 µM | 340,000 tested, 0.3% active; in the data active = activation above about 18%;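 note: 0% = vehicle-treated cells and 100% = reference agonist; values of inactives mirror those of a sister screen read the other way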
LANA DNA inh = blocks KSHV LANA C-terminal domain binding to DNA. MBP-C-LANA/FAM-LBS DNA binding, fluorescence polarization. inhibition, % at 9 µM. 340,000 tested, 0.078% active;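 active = highest replicate inhibition at or above 60% at 9 µM, even if other replicates fall short; inactive = all replicates below 60% inhibition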;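 note: 0% = neutral control wells and 100% = 4 µM acridine orange control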
V-ATPase pH = regulators of yeast V-ATPase proton transport; response, % at 10 µM; 350,000 tested, 0.37% active; S. cerevisiae, pHLuorin cytosolic pH fluorescence; in the data active = response mostly above about 7.3%, no sharp cut-off; inactive = mostly below about 5.4%; note: actives read high; inactives centre near 0; some compounds called inactive have numbers as strong as hits; reference of the scale not given here
DSG3 Ab inh = human desmoglein-3 autoantibody binding inhibition | P32926 | DSG3-coupled beads, scFv-anti-DSG3-GFP binding, flow cytometry; hits give low values | binding (percent of control), % at 10 µM | 310,000 tested, 0.48% active;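 active = binding more than 3 SD below its plate's average and above zero; inconclusive = below that plate limit but binding exactly zero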;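 note: hits lower antibody fragment binding to DSG3; some compounds called inactive have numbers as strong as hits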
Target sequence (P32926 whole entry, looked up, the tested form may be a part): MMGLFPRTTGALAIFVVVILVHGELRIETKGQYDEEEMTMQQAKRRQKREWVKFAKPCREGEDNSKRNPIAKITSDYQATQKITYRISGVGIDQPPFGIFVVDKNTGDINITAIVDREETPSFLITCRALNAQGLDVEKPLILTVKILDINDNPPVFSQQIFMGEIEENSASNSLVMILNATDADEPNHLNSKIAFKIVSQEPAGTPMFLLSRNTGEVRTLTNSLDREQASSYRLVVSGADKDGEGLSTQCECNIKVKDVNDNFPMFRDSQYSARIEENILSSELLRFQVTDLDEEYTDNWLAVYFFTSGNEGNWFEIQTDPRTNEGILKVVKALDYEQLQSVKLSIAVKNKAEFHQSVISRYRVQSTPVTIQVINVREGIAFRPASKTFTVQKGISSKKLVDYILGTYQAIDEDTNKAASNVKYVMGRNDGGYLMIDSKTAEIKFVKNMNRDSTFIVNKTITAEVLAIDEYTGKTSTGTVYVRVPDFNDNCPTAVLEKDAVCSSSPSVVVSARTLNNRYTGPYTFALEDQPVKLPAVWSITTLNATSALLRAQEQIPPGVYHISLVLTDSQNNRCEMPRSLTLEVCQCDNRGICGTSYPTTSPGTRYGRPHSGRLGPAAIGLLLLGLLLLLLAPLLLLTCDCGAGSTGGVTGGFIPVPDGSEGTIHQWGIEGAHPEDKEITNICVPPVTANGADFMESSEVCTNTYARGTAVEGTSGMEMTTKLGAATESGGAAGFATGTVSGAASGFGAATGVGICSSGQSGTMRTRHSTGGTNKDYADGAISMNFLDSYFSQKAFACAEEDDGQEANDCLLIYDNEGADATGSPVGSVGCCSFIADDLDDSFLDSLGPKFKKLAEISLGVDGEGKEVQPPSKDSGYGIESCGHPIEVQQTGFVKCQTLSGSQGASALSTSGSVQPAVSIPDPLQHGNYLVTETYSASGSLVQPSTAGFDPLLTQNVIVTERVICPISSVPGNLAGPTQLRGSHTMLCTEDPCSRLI
cardiac RTF act = increases calcium sensitivity of human cardiac regulated thin filaments; IANBD-labeled TnC RTF fluorescence at EC20 calcium; 0% EC20 calcium, 100% full calcium; activation, % at 7.2 µM; 340,000 tested, 0.24% active; AID 493008;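 active = activation above the mean over all tested compounds plus 3 SD, cut at about 30% in these data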;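 note: rise in fluorescence read as greater calcium sensitivity of cardiac thin filaments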
Keap1-Nrf2 PPI = disrupts human Keap1 binding to Nrf2 peptide. Keap1 Kelch-Nrf2 peptide fluorescence polarization, 1536-well. inhibition, % at 9.4 µM. 340,000 tested, 0.15% active. AID 504523; in the data active = inhibition above about 12%; inconclusive = no clear call, values can overlap the other calls; inactive = below about 7.3%;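 note: human Keap1 Kelch domain with fluorescein labeled Nrf2 9mer peptide probe; 0% = neutral control wells and 100% = peptide positive control; higher means more block of Keap1 binding to Nrf2 peptide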
The depositor's hits bear a star; ? = inconclusive; nt = not tested or not shown.

SMILES | Arr AP2 block | OPRM1-OPRD1 inv | Wnt bcat act | Cardiac RTF inh | MOR-DOR ag | LANA DNA inh | V-ATPase pH | DSG3 Ab inh | cardiac RTF act | Keap1-Nrf2 PPI
O=C(C(Cc1ccccc1)n1cccc1)N1CCCCC1 (centres undefined) | 9 | 12 | 1 | 0 | -2.1 | -0.2 | -4 | 111 | -1 | -2
O=C(C[C@@H]1NS(=O)(=O)OC2CCCCC21)c1ccccc1 (some centres undefined) | 24 | 15 | 1 | -2 | -2.7 | 1.0 | 4 | nt | 11 | -3
N#CC1=C2Nc3ccccc3N2C(=O)NC1(c1ccccc1)C(F)(F)F (centres undefined) | -5 | -2 | 6 | -4 | 0.3 | 0.0 | 0 | 96 | 5 | -5
COc1ccc(NC(=O)C2(c3ccc(NC(=O)c4ccc(OC(C)=O)cc4)cc3)CCCC2)cc1 | -3 | 5 | nt | -4 | -0.9 | 1.5 | 0 | 98 | -3 | 2
CC(NC(=O)C(=O)NCCN1CCN(C(=O)c2ccc([N+](=O)[O-])cc2)CC1)c1ccccc1 (centres undefined) | -12 | 0 | -5 | 0 | 0.0 | -1.4 | 9 | 108 | 10 | -4
Cc1cccc(-c2noc(CN(C(=O)c3ccc(Br)o3)C(C)C)n2)c1 | 3 | -27 | nt | 2 | 6.0 | 0.3 | -1 | nt | 1 | 4
O=C(CN(CCc1ccccc1)C(=O)CNS(=O)(=O)c1ccc(F)cc1)NCc1ccco1 | -9 | 9 | nt | -2 | -1.6 | 0.2 | 4 | 109 | 1 | -5
CC1=NC(C)(C)Cc2ccccc21 | -7 | 2 | 8 | -1 | -0.2 | -1.4 | 0 | nt | 9 | -4
Cc1nc(N2CCN(C)CC2)c2cc(-c3ccccc3)sc2n1 | -16 | -1 | 1 | -6 | 0.1 | -0.6 | 1 | 109 | -2 | -4
CN1C(=O)/C(=C/c2ccc(O)c([N+](=O)[O-])c2)NC1=S | -8 | 24 | 1 | -4 | -4.8 | -1.5 | -1 | 104 | 2 | -2
Cc1cccc(OCCn2c(=O)oc3ccc(C)cc32)c1 | 3 | -14 | 10 | 0 | 3.0 | -0.6 | 5 | 112 | -9 | -1
Cc1cccc(NC(=O)c2cc(-c3cc(C)ccc3O)n[nH]2)c1 | 6 | -102 | ? | -11 | 18* | 2.2 | -2 | 96 | -4 | -4
CCc1ccc(/C=N/NC(=O)Cc2ccc(OC)c(OC)c2)s1 | 3 | 15 | -1 | -2 | -2.7 | 1.5 | 4 | 113 | 7 | -3
Cn1c(C(=O)N2CCCCCC2)cc2c(=O)n(C)c3ccccc3c21 | 8 | 18 | -1 | -1 | -3.6 | -3.2 | 2 | 114 | -5 | 2
CC(C)c1ccc(/C=C/C(=O)N2CCc3ccccc3C2)cc1 | -10 | -33 | -2 | 6 | 6.2 | -1.0 | -2 | 115 | -1 | -1
O=C(Nc1c(-c2ccccc2)nc2ncccn12)c1cc2ccccc2oc1=O | 0 | -31 | -2 | -2 | 5.2 | -1.8 | 2 | 106 | -5 | -4
CCOC(=O)c1c(-c2ccc(Cl)cc2)c(C#N)c(=O)n(N)c1N | 19 | 15 | nt | -4 | -3.0 | 0.9 | -2 | 101 | -4 | 1
COc1ccc(NC(=O)c2ccc3ccccc3c2)cc1NS(=O)(=O)c1ccc(F)cc1 | 9 | 2 | -2 | 10 | -0.3 | 2.4 | 2 | nt | -4 | -1
CCOC(=O)c1sc(NC(=O)C(CC)Sc2nc3ccccc3[nH]2)nc1C (centres undefined) | -4 | -8 | nt | 10 | 1.4 | 0.8 | -3 | 101 | -2 | 2
CC(=O)N1c2ccc(S(=O)(=O)N3CCCC3)cc2CC1C(=O)NCc1ccc(OC(C)C)cc1 (centres undefined) | -15 | 4 | -2 | 9 | -0.9 | -0.9 | -2 | 95 | 0 | 1
Cc1cc(C)cc(NC(=S)N(Cc2ccc(Br)cc2)Cc2ccc(C(=O)O)cc2)c1 | 41 | -4 | -3 | -1 | 0.7 | 7.4 | 3 | 99 | -3 | 9
O=C(Nc1ccc(Cl)cc1)c1ccc(-n2cncn2)c([N+](=O)[O-])c1 | 5 | -15 | -5 | -7 | 2.8 | -0.1 | 0 | 98 | 3 | 0
COc1ccc(OCCCCN2CCC(C)CC2)cc1 | 22 | 9 | -3 | -3 | -1.9 | -1.3 | -3 | 105 | -1 | -2
COC(=O)CC(NC(=O)Nc1ccc(C)cc1)c1cccc([N+](=O)[O-])c1 (centres undefined) | 17 | 12 | 1 | -4 | -2.2 | -0.6 | 1 | 97 | 5 | -3
Cc1cccc(C)c1NC(=O)C1CC(=O)N(C(C)C)C1 (centres undefined) | 0 | 8 | 0 | -9 | -1.5 | -0.9 | -3 | 106 | 2 | -3
O=C(CCCOC(=O)c1ccc(O)cc1O)c1ccc(Br)cc1 | 3 | -42 | 0 | -20 | 6.2 | 0.7 | -2 | 108 | -10 | -4
COc1cc(C(=O)OCC(=O)N(CC(C)C)C2CCS(=O)(=O)C2)ccc1OCC(C)C (centres undefined) | 27 | 12 | -3 | -11 | -2.5 | -0.3 | 7 | 100 | -7 | -3
CN(Cc1cnccn1)C(=O)CC1C(=O)NCCN1Cc1c(F)cccc1Cl (centres undefined) | 7 | 14 | -2 | 0 | -2.6 | 1.4 | -1 | 99 | -4 | 1
C=CCNC(=O)Nc1ccc2oc(C)nc2c1 | 22 | 3 | nt | 1 | -0.5 | -2.0 | -4 | 99 | 0 | -2
COc1ccc(S(=O)(=O)NCCc2c[nH]c3ccc(Cl)cc23)cc1 | 1 | -2 | 1 | -4 | 0.5 | 0.0 | 0 | 100 | -5 | 1
Cc1nn(C(C)C(=O)N/N=C/c2ccc(N(C)C)cc2)c(C)c1[N+](=O)[O-] (centres undefined) | -1 | 5 | 0 | -3 | -0.9 | -17 | 1 | 108 | 4 | 2
CSc1nnc(-c2ccccc2)n1C | 35 | 13 | -3 | -5 | -2.7 | -1.3 | 1 | nt | -1 | 5
COc1ccc(C(=O)Oc2cc(N)n(S(=O)(=O)c3ccc(C)cc3)n2)cc1 | -1 | 6 | -1 | -2 | -1.1 | -0.6 | -1 | 95 | -4 | -2
CC(C)(C)c1ccc(Cn2nnc3c(=O)[nH]c(C4CCCN(C(=O)Cc5cccs5)C4)nc32)cc1 (centres undefined) | 8 | 6 | -3 | -2 | -1.1 | 0.3 | -5 | 94 | 0 | -1
CC(C)N=C1NN=C(c2cccs2)CS1 | 12 | 11 | 4 | 3 | -2.1 | -0.7 | -1 | 108 | -1 | 0
CCOC(=O)C1(S(=O)(=O)c2ccc(Cl)cc2)CCN(Cc2ccc(C)cc2)CC1 | 3 | -35 | -2 | 1 | 6.9 | -1.4 | -2 | 102 | 0 | -1
COC(=O)C(CC(=O)c1ccccc1)CC(=O)c1ccccc1 | 2 | 22 | 1 | -7 | -4.4 | -0.5 | -2 | 97 | -4 | -4
COc1ccc(Nc2nnc(SC(C(=O)Nc3ccc(OC)c(Cl)c3)c3ccccc3)s2)cc1 (centres undefined) | -3 | -49 | -1 | -4 | 7.9 | 2.4 | -2 | 88 | -3 | -2
Nc1nonc1C(=O)N1CCCC1 | 8 | 10 | nt | -11 | -2.1 | -0.1 | 1 | 101 | 8 | -6
COc1ccc(-c2cc3ccc(OCC(C)=O)cc3oc2=O)cc1OC | -4 | 17 | 23 | -6 | -3.2 | 1.9 | -5 | 97 | -6 | -3
Cc1ccc(/C=N/NC(=O)c2ccc3ccccc3c2)s1 | 17 | 9 | 2 | 3 | -1.7 | 0.5 | 1 | 103 | -4 | 6
CCC(NC(=O)c1ccccc1NC(=O)C(C)(C)C)C(=O)N1CC(C)OC(C)C1 (centres undefined) | -6 | 7 | -2 | -2 | -1.9 | -0.8 | 1 | 98 | 2 | -5
Nc1ccc2c(c1)C(=O)c1cc(Cl)c(Cl)cc1-2 | -5 | -7 | -2 | -7 | 1.4 | -0.7 | 4 | 109 | -1 | -6
COc1ccccc1C(=O)Cc1ccccc1 | -2 | 7 | -4 | -3 | -1.4 | -0.4 | -1 | 101 | -3 | 0
CN(C)S(=O)(=O)c1cccc(NC(=O)COC(=O)c2ccc3c(c2)OCO3)c1 | -7 | -20 | nt | -17 | 2.9 | -0.6 | -4 | 101 | 5 | -8
O=C(O)CCNC(=S)Nc1cccc(F)c1 | -15 | 14 | -1 | -2 | -2.8 | -1.4 | 3 | 107 | -2 | -3
O=c1c(-c2nn[nH]n2)coc2ccc(Cl)cc12 | 8 | 16 | -1 | 0 | -3.2 | -0.8 | 3 | 107 | -4 | -4
COc1ccc(NC(=O)CSc2ccccc2)cc1S(=O)(=O)N1CCOCC1 | 44 | 21 | 2 | 1 | -3.9 | 0.1 | -3 | nt | -4 | 3
COCCn1nnnc1C(c1ccc(OC)cc1)N1CCN(c2ccccc2F)CC1 (centres undefined) | 3 | 4 | nt | -7 | -0.9 | 1.5 | 1 | 104 | 0 | 5
CCOc1cc2[nH]c(=O)n(CCCCCC(=O)NCc3ccco3)c(=O)c2cc1OCC | 26 | 11 | nt | -1 | -2.2 | -0.1 | -2 | 98 | -3 | -1
O=[N+]([O-])c1ccc(S(=O)(=O)N/N=C/c2ccco2)cc1 | 3 | 1 | -5 | 1 | -0.2 | -0.9 | 1 | 106 | -6 | 3
COc1ccc(CCNC(=O)CCCC(=O)n2nc(C)c3ccccc32)cc1OC | 30 | 19 | 0 | 0 | -3.8 | 0.2 | 2 | 103 | 3 | 1
O=C(CCCn1c(SCc2cc(=O)n3ccccc3n2)nc2ccccc2c1=O)NCC1CCCO1 (centres undefined) | -11 | 5 | 0 | -20 | -1.1 | 12 | -2 | 106 | 8 | -3
CC(=O)N1CCc2c(sc(NC(=O)c3ccc(S(=O)(=O)N(C)C)cc3)c2C#N)C1 | 3 | -2 | -2 | -10 | 0.4 | -2.6 | 4 | 102 | 5 | -3
C=CCOC(=O)/C(=C\C=C\c1ccccc1)NC(=O)c1ccccc1 | 14 | 6 | 0 | -4 | -0.9 | 1.2 | 3 | 88 | 1 | -7

Compounds above that have a furan ring, fused or not:
SMILES | Arr AP2 block | OPRM1-OPRD1 inv | Wnt bcat act | Cardiac RTF inh | MOR-DOR ag | LANA DNA inh | V-ATPase pH | DSG3 Ab inh | cardiac RTF act | Keap1-Nrf2 PPI
Cc1cccc(-c2noc(CN(C(=O)c3ccc(Br)o3)C(C)C)n2)c1 | 3 | -27 | nt | 2 | 6.0 | 0.3 | -1 | nt | 1 | 4
O=C(CN(CCc1ccccc1)C(=O)CNS(=O)(=O)c1ccc(F)cc1)NCc1ccco1 | -9 | 9 | nt | -2 | -1.6 | 0.2 | 4 | 109 | 1 | -5
CCOc1cc2[nH]c(=O)n(CCCCCC(=O)NCc3ccco3)c(=O)c2cc1OCC | 26 | 11 | nt | -1 | -2.2 | -0.1 | -2 | 98 | -3 | -1
O=[N+]([O-])c1ccc(S(=O)(=O)N/N=C/c2ccco2)cc1 | 3 | 1 | -5 | 1 | -0.2 | -0.9 | 1 | 106 | -6 | 3
